TNAP inh noacc: human TNAP enzyme inhibitors, primary screen, biochemical, luminescent, no phosphate acceptor, uHTS. inhibition, % at 20 µM. AID 1012, 2008. purified TNAP, CDP-star luminescence, 30 min. 200,000 compounds, 0.26% hits;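 active = tissue-nonspecific alkaline phosphatase inhibition above about 50% at 20 µM in the single-dose screen, limit read from the data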;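 note: 0% = DMSO negative control and 100% = EDTA positive control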
Target sequence (P05186 whole entry, looked up): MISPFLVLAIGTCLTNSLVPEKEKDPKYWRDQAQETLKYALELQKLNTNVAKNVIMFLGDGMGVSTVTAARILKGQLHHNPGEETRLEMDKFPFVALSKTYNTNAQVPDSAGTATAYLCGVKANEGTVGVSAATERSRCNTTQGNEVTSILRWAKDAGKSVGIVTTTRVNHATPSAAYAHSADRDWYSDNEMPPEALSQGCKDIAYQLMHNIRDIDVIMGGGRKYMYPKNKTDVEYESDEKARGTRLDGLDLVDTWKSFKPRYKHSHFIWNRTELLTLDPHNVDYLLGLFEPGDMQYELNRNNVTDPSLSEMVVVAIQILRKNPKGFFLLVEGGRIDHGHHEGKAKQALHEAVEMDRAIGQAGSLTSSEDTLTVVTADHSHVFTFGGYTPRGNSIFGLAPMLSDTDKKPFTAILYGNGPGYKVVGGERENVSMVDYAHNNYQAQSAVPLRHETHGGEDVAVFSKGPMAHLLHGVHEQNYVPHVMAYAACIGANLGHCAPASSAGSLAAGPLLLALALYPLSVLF
DTT redox prof: compounds producing H2O2 with reducing agent – biochemical, NIH compound library profiling, artefact control for MLSCN library redox annotation, primary screen; activation, % at 10 µM; DTT-dependent redox cycling H2O2, phenol red/HRP absorbance; 100% = 100 µM peroxide control, 0% = buffer; 200,000 compounds, 0.03% hits;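 active = activation of at least 50% relative to the plate's high and low controls in the primary single-dose screen; inactive = activation below 50%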;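 note: compound incubated with DTT at 0.8 mM final as the reducing agent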
S1P3 antag: S1P3 receptor antagonists, primary screen, cell-based; Sphingosine 1-phosphate receptor 3 (Homo sapiens), Q99500; CHO S1P3 NFAT-BLA reporter, FRET fluorescence, antagonist mode; inhibition, % at 4.98 µM; 170,000 compounds, 0.27% hits; AID 485, 2006;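 active = inhibition above the plate cutoff, the mean inhibition of test wells on that plate plus 3 SD, cut at about 28% in these data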;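 note: cells challenged with S1P at its EC80 of 0.8 µM; blue over green emission ratio from cleaved BLA substrate after 4 h stimulation; 0% = S1P-stimulated wells and 100% = unstimulated DMSO-only wells; some compounds past the cut are filed as inactive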
L major viab: Leishmania major promastigote growth inhibition, primary screen | inhibition, % at 10 µM | 200,000 compounds, 9% hits | AID 1063, 2008 | Leishmania major promastigotes, resazurin fluorescence viability; in the data active = inhibition above about 50%;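 note: promastigotes grown with compound for 44 hours at 28 °C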
TNAP inh hi DEA: human TNAP enzyme inhibitors, primary screen, biochemical, luminescent, high phosphate acceptor level, uHTS | Alkaline phosphatase, tissue-nonspecific isozyme (Homo sapiens), P05186 | purified TNAP, CDP-star luminescence, 1 M DEA | inhibition, % at 20 µM | 200,000 compounds, 0.03% hits | AID 1135, 2008;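 active = over 50% inhibition of tissue-nonspecific alkaline phosphatase at 20 µM in the single-dose screen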;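 note: plate controls were DMSO wells for no effect and EDTA-quenched wells as full inhibition for full effect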
PMI act hi M6P: human PMI activators, high substrate, primary screen, biochemical, fluorescence intensity, near-saturating mannose 6-phosphate. activation factor at 20 µM. 190,000 compounds, 0.34% hits. Mannose-6-phosphate isomerase (Homo sapiens), P34949. coupled PMI enzyme assay, resazurin fluorescence, 20 min; active compounds read high; 1 = untreated enzyme, 0 = substrate-free blank;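 active = activation factor of 2 or more at 20 µM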
Target sequence (P34949 whole entry, looked up): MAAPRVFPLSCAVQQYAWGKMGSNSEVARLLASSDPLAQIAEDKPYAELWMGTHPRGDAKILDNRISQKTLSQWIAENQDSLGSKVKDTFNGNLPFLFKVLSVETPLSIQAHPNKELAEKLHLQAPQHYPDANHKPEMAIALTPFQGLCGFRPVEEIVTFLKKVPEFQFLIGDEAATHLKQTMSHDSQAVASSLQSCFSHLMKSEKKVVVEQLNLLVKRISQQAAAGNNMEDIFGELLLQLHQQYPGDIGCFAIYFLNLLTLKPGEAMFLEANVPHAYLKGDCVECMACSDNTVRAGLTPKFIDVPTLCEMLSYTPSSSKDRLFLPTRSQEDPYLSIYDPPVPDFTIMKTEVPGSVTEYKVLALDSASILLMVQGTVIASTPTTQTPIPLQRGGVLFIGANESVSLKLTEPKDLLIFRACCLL
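Test system: human phosphomannose isomerase with PGI, G6PDH, diaphorase coupling enzymes; amount: 15 ng/mL PMI; incubation: enzyme reaction with compound 20 min at room temperature; technique: resorufin fluorescence (Ex 544/Em 590 nm) from resazurin via diaphorase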
Hsp70 activator: Hsp70 transcriptional activators, primary screen, cell-based, HeLa, Hsp70 promoter luciferase, luminescence, 10 µM; HeLa Hsp70 promoter luciferase reporter; scaled: vehicle 0, proteasome-inhibitor control 100%; activation, % at 10 µM; 200,000 compounds, 0.04% hits; AID 1203, 2008;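 active = activation above the mean across all tested compounds plus 3 SD, cutoff set per campaign, cut at about 5.5% in these data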;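 note: 100% = MG132 at 30 µM as the positive control and 0% = DMSO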
RAM inhibit: inhibitors of the yeast RAM network, primary screen, dse1pr::URA3 reporter, 5-FOA selection; AID 868, 2007; 190,000 compounds, 1.8% hits; inhibition, % at 50 µM; S. cerevisiae dse1pr::URA3 reporter, 5-FOA growth OD615, 2 d; analog-sensitive cbk1-as2 kinase mutant strain;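 active = inhibition above a set limit, 3 SD over mean compound inhibition, cut at about 8.4% in these data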;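 note: 0% = DMSO-only wells with no growth and 100% = 10 µM 1-NA-PP1 full growth; inhibition rescues growth on 5-FOA so higher OD means more RAM inhibition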
HMGR II inh: inhibitors of E. faecalis class II HMGR, primary screen, biochemical, Enterococcus faecalis; purified E. faecalis HMGR, NADPH absorbance 340 nm kinetic; AID 1066, 2008; 190,000 compounds, 0.41% hits; HMG-CoA reductase (Enterococcus faecalis, mvaE); inhibition, % at 10 µM;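 active = inhibition above a set limit, the median over all tested compounds plus 3 SD, cut at about 9.5% in these data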;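 note: enzyme runs in reverse so mevalonate oxidation gives rising NADPH absorbance; 0% = complete reaction with DMSO and 100% = background rate lacking mevalonate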
PMI act: activators of human PMI, primary screen, biochemical, fluorescence intensity, near-Km mannose 6-phosphate; activation factor at 20 µM; purified human PMI, coupled resazurin fluorescence, 20 min; active compounds read high; 1 = vehicle control, 0 substrate-free wells; 190,000 compounds, 0.005% hits; Mannose-6-phosphate isomerase (Homo sapiens), P34949;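 active = activation factor of 2 or more at 20 µM, relative to plate controls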
Starred values were filed as active, the others as inactive; nt = not tested or not shown.

Sequence of screens: TNAP inh noacc	DTT redox prof	S1P3 antag	L major viab	TNAP inh hi DEA	PMI act hi M6P	Hsp70 activator	RAM inhibit	HMGR II inh	PMI act
O=C1c2ccccc2C(=O)N1CCCCSc1nc2ccccc2o1
    -10.9	-2.0	nt	-4.9	-2.1	1	-0.2	2.7	-2.9	1
Nc1cc(N)nc(SCC(=O)c2ccc3c(c2)NC(=O)CO3)n1
    -3.9	-0.3	-8.6	-1.8	2.6	1	-0.3	1.1	-1.8	1
CCOCCCNC(=O)CN1CCN(Cc2ccccc2C)C1=O
    -10.7	-0.1	-12.8	-5.7	-0.4	0.9	0.2	2.9	-0.8	0.9
Cc1cccc(CSc2nn3c(=O)c(C)nnc3s2)c1
    -11.5	0.3	-6.0	-3.1	-3.8	1	-0.3	2.8	2.6	0.9
CC(C)(c1ccccc1)c1ccc(OCCCN2CCNCC2)cc1
    -5.6	0.0	-10.6	100.5*	-4.5	1	0.4	0.1	3.3	0.9
COc1cccc(C(C(=O)NCc2ccco2)N(Cc2ccco2)C(=O)Cn2nnc3ccccc32)c1 (centres undefined)
    -3.8	0.2	nt	3.7	-0.8	1.1	-0.1	0.1	4.1	1
COC(=O)C1C(=O)CC(C)(O)C(C(=O)OC)C1c1ccc2c(c1)OCO2 (centres undefined)
    -5.1	-2.0	-10.1	-3.3	1.1	1	0.2	-1.1	-12.2	1
O=C(/C=C/c1ccccc1Cl)c1ccccc(=O)c1O
    10.2	0.5	-48.6	100.3*	6.6	1.5	0.1	1.2	0.2	1.3
CC(C)(O)C#Cc1ccc(C(=O)N2CCN(c3ccc(Cl)cc3)CC2)cc1
    -8.7	-1.5	-14.4	-1.5	-4.1	0.8	0.0	0.5	-2.4	0.9
CC(C)COC(=O)c1ccccc1OC(=O)c1ccncc1
    -1.9	0.0	-12.3	-5.9	1.3	1	-0.2	1.4	-3.5	1
CCc1cccc(C)c1NC(=O)Nc1ccc2c(c1)OCO2
    -6.4	-1.8	-7.8	9.5	-2.0	1	-0.2	1.5	-9.5	1
Cc1nc[nH]c(=O)c1Br
    -3.0	-0.4	4.5	-10.1	-4.5	1.1	-0.6	2.3	1.2	1.2
COC(=O)c1ccc(C(=O)OC)c(N)c1
    -9.1	1.4	-26.3	-2.1	-2.4	1	-0.1	0.1	-5.2	1
COc1ccc(OC)c(CCNC(=O)C2CCN(c3nnc(-n4cccc4)s3)CC2)c1
    -13.2	-1.7	-40.4	-3.4	-2.7	0.9	0.0	6.9	1.5	0.9
Cc1ccc(-n2nc3ccc(NC(=O)/C=C/c4ccco4)cc3n2)cc1C
    -5.9	2.7	nt	14.2	-3.6	0.9	-0.3	3.5	-4.4	0.9
O=C(/C=N/O)NCc1cccnc1
    -11.4	-1.2	-7.0	-4.0	-4.2	1	0.1	0.8	-3.7	0.9
CC(C)CCN1CCN(Cc2ccc(C#CCCO)cc2)CC1CCO (centres undefined)
    -9.5	-1.0	-28.5	-0.7	-9.5	0.9	-0.2	0.8	-1.8	0.9
CCNC(=O)CN(CCc1ccccc1)S(C)(=O)=O
    -11.5	-2.3	3.5	-1.4	-4.5	1	-0.6	1.6	-3.7	1
Cc1ccc(C)c(OCC(=O)O/N=C(\N)c2ccccn2)c1
    -10.1	1.7	nt	29.9	-5.4	1	0.0	-0.6	-1.9	1
O=C(Nc1cccc(-c2csc(-c3ccccc3)n2)c1)c1cccs1
    -6.4	0.1	nt	82.1*	-2.6	0.9	0.0	3.5	-2.2	0.8
COc1ccc(C(=O)N2CC3(C)CC2CC(C)(C)C3)cc1OC (centres undefined)
    -9.4	-0.2	nt	2.4	1.6	1	-0.1	0.1	-4.5	1
Cc1ccc(C)c(NC(=S)NCCCN2CCOCC2)c1
    1.9	-0.6	8.1	19.2	-1.9	1	-0.1	1.6	1.6	1.1
O=C(O)c1ccccc1NS(=O)(=O)c1cccc(C(F)(F)F)c1
    -9.7	0.5	nt	-0.8	-6.8	1	0.0	1.4	1.3	1
NC(=NCCc1c[nH]c2ccccc12)NS(=O)(=O)c1ccc(F)cc1
    -12.6	-0.6	0.8	-2.0	0.7	1	-0.2	1.0	0.9	0.9
COc1ccc2nc(Nc3sc4c(c3C(N)=O)CCCC4)sc2c1
    -72.4	0.0	-16.6	8.3	6.0	1.4	-0.1	0.6	0.5	1.1
CCCCOc1ccc(C(=O)N/N=C/c2ccc(OCCN3CCCCC3)c(OC)c2)cc1
    -27.0	-0.3	-1.7	100.2*	-21.4	0.9	-0.2	-0.1	-0.7	0.9
O=C(C(=O)N1CCc2ccccc2C1)c1c[nH]c2ccccc12
    61.0*	-0.2	-10.3	4.9	40.6	1	-0.3	1.5	0.6	1
Cc1cc(C(=O)Nc2cccc3ncccc23)no1
    -11.7	-1.2	-10.2	-0.4	-5.9	1	-0.3	2.9	-0.4	1
O=C(/C=C/c1ccc(S(=O)(=O)N2CCOCC2)cc1)NCCCn1ccnc1
    -12.7	2.8	-7.2	-2.3	-0.4	0.8	-0.2	2.4	-7.3	1.1
CC(NS(=O)(=O)c1ccc(CCC(=O)NCc2cccnc2)cc1)c1ccccc1 (centres undefined)
    -12.8	-0.1	nt	73.6*	-4.5	1	-0.2	0.0	-1.8	1
COc1cccc(C(=O)NCc2nnc(SCC(=O)Nc3nccs3)n2-c2cccc(C)c2)c1
    -1.5	0.8	-42.8	-2.2	-6.5	0.9	-0.2	3.6	-5.5	1
CS(=O)(=O)N1CCN(C(=O)C(Sc2ccccc2)c2ccccc2)CC1 (centres undefined)
    -15.2	1.6	12.1	-1.9	-8.7	0.9	0.0	1.6	0.8	0.9
COc1ccccc1N1CCN(C(=O)c2ccc(CS(=O)(=O)c3ccccc3OC)o2)CC1
    -3.1	-2.4	-72.9	0.6	-0.9	0.8	-0.1	0.3	-2.8	0.9
NS(=O)(=O)c1ccc(NC(=O)COC(=O)CSc2n[nH]c(-c3ccccc3)n2)cc1
    22.0	2.9	10.0	-0.5	-5.0	0.9	-0.1	2.0	-7.0	1
COc1cc(/C=N/NC(N)=O)ccc1OCC(=O)N1C(C)CCCC1C (centres undefined)
    0.1	0.4	-10.6	2.9	1.7	0.9	-0.1	-0.4	0.6	1
Cc1cc(SCC(=O)N/N=C/c2cccnc2)nc2c(C)cccc12
    -5.5	-1.0	-6.7	22.8	-2.5	1	-0.1	2.5	-2.4	1
C#CCNC(=O)C1=C[C@H](c2ccc(Br)cc2)C[C@H](OCCCCO)O1
    -6.9	0.5	-10.8	-9.6	-3.4	0.6	0.0	2.9	-2.5	1
COC(=O)c1ccccc1NC(=O)c1sc(=S)n(C)c1N
    -16.1	-2.4	19.1	5.9	-6.5	0.8	-0.2	1.3	3.7	1.1
C/C(=N\NC(=O)Cn1cnc2ccccc21)c1cccs1
    1.2	-0.1	1.3	-8.1	-2.2	1	-0.3	0.1	8.5	1
CCCCCc1ccc(-c2nnc(N)s2)cc1
    -10.7	10.7	-2.2	-7.2	-4.4	1	0.1	4.0	-5.2	0.9

Some of the entries so far, in markdown:
| Molecule | TNAP inh noacc | DTT redox prof | S1P3 antag | L major viab | TNAP inh hi DEA | PMI act hi M6P | Hsp70 activator | RAM inhibit | HMGR II inh | PMI act |
| --- | --- | --- | --- | --- | --- | --- | --- | --- | --- | --- |
| C/C(=N\NC(=O)Cn1cnc2ccccc21)c1cccs1 | 1.2 | -0.1 | 1.3 | -8.1 | -2.2 | 1 | -0.3 | 0.1 | 8.5 | 1 |
| CCCCCc1ccc(-c2nnc(N)s2)cc1 | -10.7 | 10.7 | -2.2 | -7.2 | -4.4 | 1 | 0.1 | 4.0 | -5.2 | 0.9 |

Later entries.
Sequence of screens: TNAP inh noacc	DTT redox prof	S1P3 antag	L major viab	TNAP inh hi DEA	PMI act hi M6P	Hsp70 activator	RAM inhibit	HMGR II inh	PMI act
CCc1ccc(NC(=O)c2cnn(-c3ccccc3)c2C2CCNCC2)cc1
    4.4	-0.1	2.2	-0.7	-3.2	1.2	-0.1	0.5	-2.6	1.3
CCS(=O)(=O)CCSc1nc2ccccc2o1
    -9.0	0.1	-19.6	-2.3	-3.0	1	-0.6	0.1	-0.4	1
CNC(=O)CSCc1c(Cl)cccc1Cl
    -9.7	-0.6	-15.0	-4.3	-6.3	0.9	-0.3	0.9	-2.7	0.8
CS(=O)(=O)N1CCN(C(=O)C2c3ccccc3Oc3ccccc32)CC1
    -5.3	2.5	3.5	-5.3	-2.5	0.9	-0.1	-0.3	-3.5	0.9
COc1ccc2oc(C(=O)NCCC(C)C)c(C)c2c1
    -13.0	-0.5	6.7	-5.7	-3.9	1	0.1	0.2	3.5	1
COC(=O)c1c(NC(=O)CN2CCC(C)CC2)c2c(C)cccc2n1C
    -6.2	3.0	-27.9	5.9	-2.5	0.9	-0.6	-1.0	-0.6	0.9
CCN(CC)C(=O)N1c2ccccc2CC(N(CC)CC)c2ccccc21 (centres undefined)
    -11.9	0.7	2.8	25.7	-5.6	1.2	0.0	0.2	-0.3	1.1
O=C(CN1C(=O)c2ccccc2S1(=O)=O)NCc1ccccc1Cl
    -13.5	0.1	-23.5	-7.3	-0.8	1.1	0.4	1.7	-0.6	1
O=C1c2ccccc2NC(c2ccco2)N1NS(=O)(=O)c1ccccc1 (centres undefined)
    -5.3	-0.5	-19.7	0.8	-0.8	1	0.2	2.4	-6.0	1
Cc1ccc(NC(=O)c2cc(C)on2)cc1
    -8.5	-0.2	-26.0	-4.6	-0.2	1.1	0.3	0.9	0.1	1.1
Cc1noc(/C=C/N(C)C)c1S(=O)(=O)N1CCCC(C(=O)NC2CCCCC2C)C1 (centres undefined)
    -18.2	-2.3	18.0	-5.2	-1.3	1	-0.2	3.9	3.0	0.9
CCOC(=O)C1CCCN(c2c(N3CCN(C)CC3)c(=O)c2=O)C1 (centres undefined)
    -3.6	-0.5	nt	-4.7	-2.9	1	-0.1	-0.8	-4.7	0.9
Cc1cccc(OCc2n[nH]c(=S)o2)c1
    -9.6	0.8	-67.0	-2.2	-10.1	1.1	-0.5	-1.6	-4.9	1.2
CCN(CC)c1c([N+](=O)[O-])c(=O)sc2ccccc12
    -6.0	0.1	-4.7	-3.9	-1.8	1	0.3	0.6	-0.4	0.9
COc1ccccc1CNC(=O)CC1Sc2ccccc2NC1=O (centres undefined)
    -14.8	-0.5	-7.9	-7.5	1.1	1.1	0.1	3.0	5.5	1.2
O=C(CC1SCCNC1=O)Nc1cccc(C(F)(F)F)c1 (centres undefined)
    -16.0	3.3	-44.8	-4.5	-11.2	1	-0.1	-0.1	1.5	1
